Screening results: PubChem, several laboratories
UGM FP inh: Mtb UDP-galactopyranose mutase inhibition | P9WIQ1 | purified UGM, fluorescence polarization probe displacement | inhibition, % at 10 µM | 320,000 tested, 0.06% active | AID 504406; in the data active = inhibition above about 10%, passing the limit was not always enough; inconclusive = no clear call, values can overlap the other calls
Target sequence (P9WIQ1 whole entry, looked up): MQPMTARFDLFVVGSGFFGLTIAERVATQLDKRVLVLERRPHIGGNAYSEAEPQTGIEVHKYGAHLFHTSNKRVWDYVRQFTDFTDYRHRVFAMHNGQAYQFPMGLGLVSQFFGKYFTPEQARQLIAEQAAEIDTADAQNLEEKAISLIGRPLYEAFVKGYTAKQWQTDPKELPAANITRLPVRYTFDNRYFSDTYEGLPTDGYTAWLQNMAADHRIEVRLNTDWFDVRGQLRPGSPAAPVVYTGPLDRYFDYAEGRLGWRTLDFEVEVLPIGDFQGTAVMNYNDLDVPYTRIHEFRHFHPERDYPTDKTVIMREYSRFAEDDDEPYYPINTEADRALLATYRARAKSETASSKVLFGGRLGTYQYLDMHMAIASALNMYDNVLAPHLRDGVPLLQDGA
BoNT F protease: inhibitors of Botulinum neurotoxin F light chain protease; Multiplex microsphere protease cleavage assay, flow cytometry; inhibition, % at 10 µM; 360,000 tested, 0.22% active; AID 588497; in the data active = inhibition above about 35%, passing the limit was not always enough; inconclusive = no clear call, values can overlap the other calls; note: plate controls were buffer without enzyme for full effect and enzyme alone for no effect
FadD28 FP inh: M. tuberculosis FadD28 bisubstrate binding inhibition; AID 588549; 360,000 tested, 0.22% active; inhibition, % at 12.5 µM; FadD28 bisubstrate probe binding, fluorescence polarization; in the data active = inhibition above about 8.5%, passing the limit was not always enough; inconclusive = no clear call, values can overlap the other calls
MazF activator: increases E. coli MazEF RNase cleavage of RNA; activation, % at 20 µM; 350,000 tested, 0.32% active; AID 504720; FAM/BHQ RNA-DNA oligo cleavage fluorescence, 5 h; P0AE70; in the data active = activation above about 50%
Target sequence (P0AE70 whole entry, looked up): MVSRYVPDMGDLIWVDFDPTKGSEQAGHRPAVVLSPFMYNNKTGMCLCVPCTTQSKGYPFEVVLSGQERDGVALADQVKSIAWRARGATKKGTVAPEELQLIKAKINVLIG
DUSP3 inh: DUSP3 (human) phosphatase inhibition. P51452. recombinant VHR phosphatase, pNPP absorbance. inhibition, % at 13.3 µM. 290,000 tested, 0.52% active. AID 1654; in the data active = inhibition above about 50%; note: some compounds called inactive have numbers as strong as hits
Target sequence (P51452 whole entry, looked up): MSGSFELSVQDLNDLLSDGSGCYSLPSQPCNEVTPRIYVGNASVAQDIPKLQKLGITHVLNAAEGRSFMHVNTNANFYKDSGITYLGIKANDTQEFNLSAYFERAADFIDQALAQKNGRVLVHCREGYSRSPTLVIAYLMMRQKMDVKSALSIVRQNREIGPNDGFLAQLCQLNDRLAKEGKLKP
CCHF vOTU inh: CCHFV vOTU protease inhibition | Pep-AMC fluorescence | inhibition, % at 11.5 µM | 370,000 tested, 0.55% active | AID 651958; note: 0% = vehicle wells with enzyme and 100% = no enzyme wells
Rv3671c inh: inhibits the M. tuberculosis serine protease Rv3671c; P9WHR9; inhibition, % at 5.96 µM; 320,000 tested, 0.048% active; in the data active = inhibition above about 38%;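 note: extracellular domain of Rv3671c used as enzyme; 0% = enzyme with DMSO and 100% = no enzyme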
Target sequence (P9WHR9 whole entry, looked up, the tested form may be a part): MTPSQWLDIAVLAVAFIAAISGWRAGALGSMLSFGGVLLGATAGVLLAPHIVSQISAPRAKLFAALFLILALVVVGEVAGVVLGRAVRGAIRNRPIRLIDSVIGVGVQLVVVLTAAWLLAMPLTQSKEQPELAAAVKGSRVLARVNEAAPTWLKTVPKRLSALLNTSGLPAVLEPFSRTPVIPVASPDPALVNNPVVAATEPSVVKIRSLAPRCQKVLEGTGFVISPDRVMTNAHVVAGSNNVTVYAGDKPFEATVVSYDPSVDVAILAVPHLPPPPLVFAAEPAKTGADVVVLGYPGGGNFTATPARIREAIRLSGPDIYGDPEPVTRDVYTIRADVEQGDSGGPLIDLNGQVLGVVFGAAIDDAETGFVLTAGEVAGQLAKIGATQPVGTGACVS
Mtb FBA inh: inhibitors of M. tuberculosis fructose-bisphosphate aldolase. AID 588726. inhibition, % at 1 µM. 360,000 tested, 2.3% active. P9WQA3. purified M. tuberculosis FBA, fluorescence read-out; in the data active = inhibition above about 27%;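 note: 0% = vehicle and 100% = reference inhibitor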
GDH-TPI inh: counter-screen for M. tuberculosis FBA inhibitors: GDH-TPI coupled enzymes; 360,000 tested, 1.2% active; inhibition, % at 4.8 µM; GDH-TPI coupled enzyme counterscreen, NADH absorbance; AID 588335;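 note: 0% = DMSO wells and 100% = wells lacking the enzyme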
BioA inh: inhibitors of Mycobacterium tuberculosis BioA enzyme | purified M. tuberculosis BioA enzyme, plate reader | inhibition, % at 9.99 µM | 360,000 tested, 0.096% active; in the data active = inhibition above about 40%; inconclusive = no clear call, values can overlap the other calls
* = called active by the depositor; ? = inconclusive; / = not tested or not shown; & = joins results of further samples. Cut-off read from the data, not from the text of the source, unless noted: active = inhibition above about 30%; inactive = the rest.

SMILES	UGM FP inh	BoNT F protease	FadD28 FP inh	MazF activator	DUSP3 inh	CCHF vOTU inh	Rv3671c inh	Mtb FBA inh	GDH-TPI inh	BioA inh
CC(C)[C@H](NC(=O)N1CC(=O)Nc2ccccc21)C(=O)N[C@H](Cc1ccccc1)C(=O)O	-0.5	-10	-1.0	-1	20	-4	-6	1	9	-0.3
COCCN(Cc1cccs1)S(=O)(=O)c1ccc(-c2ccc(=O)[nH]n2)s1	-0.2	2	0.5	1	10	-1	-3	1	10	-1.0
CC(OC(=O)c1ccc(S(=O)(=O)NCc2ccco2)cc1)C(=O)Nc1ccccc1 (centres undefined)	-0.7	-15	-0.9	-3	/	15	-6	4	6	/
CN(Cc1cnccn1)Cc1cn(Cc2ccccc2)nc1-c1ccc2c(c1)OCO2	-0.6	-1	-0.9	5	4	3	-7	-3	-7	/
CCOC(=O)c1cc2c(=O)n3ccccc3nc2n(CC2CCCO2)c1=NC(C)=O (centres undefined)	-0.4	-2	-1.1	-2	43	-288	-14	/	18	3.2
CCc1ccc(C(C)NC(=S)NC2CCCCC2)cc1 (centres undefined)	-1.9	6	-1.7	2	-2	/	/	1	2	-0.8
CC(C)C(c1nnnn1C1CCCC1)N1c2ccccc2CC1C (centres undefined)	-0.3	-2	-1.0	-6	-8	7	-4	0	10	0.5
O=C(CCC1CCN(C(=O)c2ccccc2Cl)CC1)NCc1ccc(F)cc1	-2.0	4	-5.3	3	2	-3	-7	-4	5	1.6
OC1CCN(Cc2nc(Cc3ccccc3Cl)no2)CC1	-0.4	-5	0.7	4	-5	-7	6	-3	5	1.3
CNc1ncc(Cc2ccccc2)s1	0.8	-11	-1.3	3	-7	1	1	-3	2	-2.6
COc1cc(SC)ccc1C(=O)Nc1cccc(S(=O)(=O)NC2=NCCC2)c1	-2.2	-2	-4.9	7	/	3	-14	-3	1	-1.4
Cc1nc(NC(=O)c2ccccc2)sc1-c1cc(C(=O)O)nn1Cc1ccccc1	/	2	-2.8	5	/	11	/	2	5	1.4
CC(NC(=O)C12CC3CC(CC(O)(C3)C1)C2)c1ccc(Cl)cc1Cl (centres undefined)	-1.6	-1	-0.9	0	21	12	12	2	6	-3.7
CC1=NOC(=O)/C1=C\c1ccc(-c2ccc(Cl)cc2Cl)o1	/	-18	-0.6	-28	34	15	/	0	4	0.7
Cc1ccc2c(c1)[C@H]1[C@H](CO2)[C@H](c2ccccc2)[C@]2(C)C(=O)Nc3ccc(F)cc3C(=O)N12	/	7	-7.4	-3	/	6	/	-1	4	-1.7

A different layout for six compounds above:
SMILES | UGM FP inh | BoNT F protease | FadD28 FP inh | MazF activator | DUSP3 inh | CCHF vOTU inh | Rv3671c inh | Mtb FBA inh | GDH-TPI inh | BioA inh
CNc1ncc(Cc2ccccc2)s1 | 0.8 | -11 | -1.3 | 3 | -7 | 1 | 1 | -3 | 2 | -2.6
COc1cc(SC)ccc1C(=O)Nc1cccc(S(=O)(=O)NC2=NCCC2)c1 | -2.2 | -2 | -4.9 | 7 | / | 3 | -14 | -3 | 1 | -1.4
Cc1nc(NC(=O)c2ccccc2)sc1-c1cc(C(=O)O)nn1Cc1ccccc1 | / | 2 | -2.8 | 5 | / | 11 | / | 2 | 5 | 1.4
CC(NC(=O)C12CC3CC(CC(O)(C3)C1)C2)c1ccc(Cl)cc1Cl (centres undefined) | -1.6 | -1 | -0.9 | 0 | 21 | 12 | 12 | 2 | 6 | -3.7
CC1=NOC(=O)/C1=C\c1ccc(-c2ccc(Cl)cc2Cl)o1 | / | -18 | -0.6 | -28 | 34 | 15 | / | 0 | 4 | 0.7
Cc1ccc2c(c1)[C@H]1[C@H](CO2)[C@H](c2ccccc2)[C@]2(C)C(=O)Nc3ccc(F)cc3C(=O)N12 | / | 7 | -7.4 | -3 | / | 6 | / | -1 | 4 | -1.7

New compounds follow:
SMILES	UGM FP inh	BoNT F protease	FadD28 FP inh	MazF activator	DUSP3 inh	CCHF vOTU inh	Rv3671c inh	Mtb FBA inh	GDH-TPI inh	BioA inh
COc1ccc(-c2cc(C(=O)Nc3ccc(OC)cc3OC)no2)cc1	-0.2	-8	-1.8	-110	2	2	-1	-1	5	0.0
NC(=O)C[C@@H]1N[C@]2(C(=O)Nc3ccccc32)[C@@H]2C(=O)N(c3cc(C(F)(F)F)ccc3Cl)C(=O)[C@H]12	0.4	-1	-2.3	4	8	6	-4	2	-13	-1.0
Cc1ccc(-n2c(SCC(N)=O)nnc2-c2ccco2)cc1	-2.8	?	-3.9	1	12	-4	-3	1	3	4.1
CCOC(=O)c1cc(S(=O)(=O)NCC2CCN(Cc3cccc(C)c3)CC2)cn1C	0.6	4	-1.5	5	29	-4	-4	-4	3	0.1
Cc1ccsc1/C=N/N1CCN(c2ccccn2)CC1	0.3	?	-2.3	11	47	-2	4	-4	-5	0.4
CC(=O)Nc1ccccc1C(=O)C(=O)Nc1ccc(F)c(Cl)c1	0.3	17	-0.2	-15	16	-7	0	-1	9	-1.1
O=C(c1cc(-c2ccc(Cl)cc2)on1)N1CCOCC1	-5.5	-2	-2.3	3	-10	8	-1	-1	1	-1.2
CC(C)CNc1ncnc2c1ncn2[C@H]1CN(C2CCCC2)C[C@@H](CO)O1	/	-6	-5.3	/	/	-4	/	-1	-5	-0.7
CCC(CC)NC(=O)c1cccc([N+](=O)[O-])c1C	-1.2	-3	-2.5	4	-4	-4	-5	0	-9	/
COc1ccc2c(c1)[nH]c1c(=O)n(CCCn3ccnc3)cnc12	6.4	-5	-5.6	-1	33	1	-12	1	-2	2.3
CC(=O)c1cc(Cl)ccc1OCC(=O)Nc1cccc(S(=O)(=O)N2CCCC2)c1	/	4	-2.3	-6	/	12	-6	-1	3	/
CNC(=O)C(=O)Nc1ccc(C)cc1C	0.3	0	-4.1	0	6	-8	-4	1	4	/
Cc1ccc(S(=O)(=O)CCN2CCC(O)(c3ccccc3)CC2)cc1	-1.1	6	0.3	-1	22	-13	0	1	-1	-1.6
O=[N+]([O-])c1ccc(C=Nc2cccc3ccccc23)s1	-0.1	-1	-4.6	4	12	/	-28	50*	-2	0.8
COc1ccc(C)cc1S(=O)(=O)NC(C)c1cnn(-c2ccccn2)c1C (centres undefined)	0.4	4	-4.5	0	14	2	0	-1	2	0.0
COc1ccc(NC(=S)N2CCCC(CO)C2)c(OC)c1 (centres undefined)	-1.6	-3	-2.1	1	-17	3	5	3	7	/
CN(C)S(=O)(=O)c1ccc(Cl)c(-c2nnc3n2CCCCC3)c1	0.2	1	-2.8	6	18	-4	-1	7	0	0.0
Cc1nc2ccccn2c1C(=O)CSc1ccccc1	-4.4	0	-0.8	6	24	1	-3	-1	11	/
Cn1c(CCc2ccccc2)nnc1SCC(=O)N1CCOCC1	-1.5	9	-3.7	-2	-1	0	0	-1	-8	-0.1
c1ccc(NCCC2OCC3(CO2)COC(CCNc2ccccc2)OC3)cc1 (centres undefined)	/	-17	-3.3	13	/	17	/	-5	-5	-0.8
COc1ccc(C(=O)CC(=O)C(=O)Nc2ccc(Cl)cc2)cc1	1.7	?	-2.2	5	38	8	2	0	12	0.6
COc1ccc(-c2sc3ccc(N4CCOCC4)cc3c2C#CC(C)(C)O)cc1	-0.3	1	-4.2	2	/	3	11	4	11	-0.7
COCCN1C(=O)N[C@@H](c2ccccc2)[C@H](C(=O)OC)[C@H]1C	1.7	3	-1.1	10	/	-3	-2	1	1	-0.3
O=C(CSc1nc2ccc(Cl)cc2[nH]1)Nc1ccc2c(c1)CCC2	-0.2	-2	-1.5	-5	-8	17	-24	3	1	/
COn1c(-c2ccccc2)nc2c1CCc1nonc1-2	1.1	-7	0.6	2	9	/	-1	5	4	0.2
CCOC(=O)CNC(=O)CSc1nnc(-c2ccccc2OC)n1CC	1.2	-4	-3.5	-3	-4	-1	2	-1	13	-0.3
O=C(c1ccc(NC2=NC3CS(=O)(=O)CC3S2)cc1)N(CCO)Cc1ccccc1 (centres undefined)	0.3	9	-0.8	11	61	-1	7	4	7	0.7
CCN(C(=O)C1CCCN(c2nc(-c3ccc(OC)cc3)no2)C1)c1ccc(OC)cc1 (centres undefined)	-1.4	2	-13	6	9	23	-3	-2	-2	-0.7
O=C(O)c1cccc2c1C(=O)N(c1ccccc1)C2	2.4	-5	0.6	-5	20	10	-2	2	-2	0.9
Cc1c(C(=O)Nc2ccccc2)cnn1-c1ccccc1	2.7	-7	-2.4	-1	/	-10	-4	-3	-8	/
CCNC(=O)C1(C)CCCN(C(=O)c2ccc3c(c2)C(C)(C)CCC3(C)C)C1 (centres undefined)	/	2	-1.6	/	/	15	/	0	9	0.1
COc1ccc(N2C(=O)CC(N(CCc3ccccc3)C(=O)c3ccccc3)C2=O)cc1 (centres undefined)	-0.5	-4	-3.0	11	-13	-9	-2	2	7	/
O=S(=O)(N1CCOCC1)N1CCN(c2ccccc2F)CC1	0.3	-4	-0.6	-2	-8	/	3	5	-4	-0.1
C[C@H](CO)N1C[C@H](C)[C@@H](CN(C)Cc2ccc(Cl)c(Cl)c2)Oc2c(NC(=O)CCC(F)(F)F)cccc2C1=O	0.0	-3	-17	8	/	18	-8	-1	4	-1.4
O=Cc1ccc(N2Cc3ccccc3C2)cc1	-2.3	-25	-3.2	3	-4	-3	-4	-1	17	3.1
COc1cc(C(=O)O/N=C(\N)c2ccncc2)cc(OC)c1OC	2.3	-4	-1.0	-1	24	-1	-10	0	7	-0.5
Cc1ccc(C(NC(=O)NN2CCN(C)CC2)C(Cl)Cl)cc1F (centres undefined)	-0.6	-12	-2.5	2	15	20	11	0	15	-0.5
CCOC(=O)C1=C[C@@H](C(C)(C)C)N(S(=O)(=O)c2ccc(C)cc2)[C@H]1c1ccc(F)cc1	/	2	-3.2	/	/	18	/	-4	/	3.7
COc1cc(/C=C/C(=O)OCC(=O)NCCCc2ccccc2)cc(OC)c1OC	-0.8	-3	-2.3	4	/	-7	-1	6	19	0.5
CSCC[C@H](NC(=O)OC(C)(C)C)c1nnc(SCC(=O)Nc2ccc(C)cc2C)o1	-1.5	-15	-0.3	1	14	20	-3	0	-2	-0.1
CCn1c(N2CCN(C(c3ccccc3)c3ccccc3)CC2)nc2c1c(=O)[nH]c(=O)n2C	/	2	-2.5	-11	/	8	/	3	4	-1.5
Cc1cccc(C2c3[nH]c4ccccc4c3CCN2C(=O)Cc2n[nH]c(C)n2)n1 (centres undefined)	0.1	2	-0.5	-10	0	-6	-3	2	-1	/
O=C(NCc1ccncc1)c1cccc(S(=O)(=O)N2CCc3ccccc32)c1	0.3	3	1.3	4	/	-2	4	0	4	2.6
CCC(C)[C@H](NC(=O)Nc1cccc(Cl)c1)C(=O)O (some centres undefined)	-2.5	1	-2.5	4	-4	0	-1	-2	3	-2.6
Cc1nn(Cc2ccc(C(=O)N3CCOCC3)o2)c(C)c1Br	-2.1	-2	-2.5	-7	5	-7	7	-1	5	/
COc1ccc(C(=O)n2nc(C)c(Br)c2C)cc1	1.2	4	-1.1	0	15	-9	-18	-2	5	0.7
COc1ccc(S(=O)(=O)N2CCC(C(=O)N3CCCCC3)CC2)cc1OC	1.6	-5	-3.9	9	35	-5	11	2	4	0.4
COc1cc2c(c(OC)c1OC)-c1ccc(SC)c(=O)cc1C(NC(=O)c1ccccc1)CC2 (centres undefined)	/	-5	-0.2	5	/	4	/	2	12	/
COc1cccc(-c2nc(CSCC(=O)NCC3CCCO3)c(C)o2)c1 (centres undefined)	-3.3	-2	-1.4	1	25	4	3	3	2	-1.1
COc1ccccc1NC(=O)CN(c1ccc([N+](=O)[O-])cc1)S(=O)(=O)c1ccccc1	0.2	4	-2.4	-4	17	4	-11	1	10	-0.5
Cc1nc(NC(=O)c2ccccc2)sc1C1(C)CC(c2c(Cl)cccc2Cl)=NO1 (centres undefined)	/	3	-5.1	-12	3	1	/	5	10	-1.1
CSC1=NC2(C[C@H]2c2ccccc2)C(=O)N1C (some centres undefined)	-2.1	-6	-3.2	2	/	-8	-12	6	3	-0.7
COc1ccc(NC(=O)c2ccc(CNc3c(NC4CCCCC4)c(=O)c3=O)cc2)c(OC)c1	1.1	-9&-12	-1.5&-0.1	0&1	8	-1&0	-9	-2&-1	8&4	-1.5&-0.6
CC1SCC(=O)N(CC(=O)NCc2ccccc2)C1=O (centres undefined)	-1.9	-1	-3.0	18	-10	13	1	0	-2	-0.3
